PLK1 PBD inh: qHTS for Inhibitors of PLK1-PDB (polo-like kinase 1 - polo-box domain): Primary Screen; actives 2.8% (n = 360,000); Serine/threonine-protein kinase PLK1 (Homo sapiens), P53350; Plk1 PBD binding of FITC phosphopeptide, fluorescence polarization; Potency, µM, for inactives: max response, negative = inhibition, most hits filed as inhibitors; note: potency is the fitted concentration of half-maximal effect; series mostly up to about 57 µM; % is set by controls: 0 for no effect and ±100 for the full control effect; nearly all actives have a fitted effect of over 65% in size
GLP1R inv ag: qHTS of GLP-1 Receptor Inverse Agonists (Inhibition Mode); Glucagon-like peptide 1 receptor (Homo sapiens), P43220; HEK293 GLP-1R CRE-luciferase, luminescence, 24 h; GLP-1R form is constitutively active; Potency, µM (series often up to 38.3 µM), for inactives: top-dose activity change, negative = inhibition, actives largely listed as inhibitors; actives 1.6% (n = 410,000); AID 624417, 2012; note: potency is the fitted concentration of half-maximal effect; % is set by controls: 0 for no effect and ±100 for the full control effect; nearly all actives have a fitted effect of over 55% in size
Target sequence (P43220 whole entry, looked up): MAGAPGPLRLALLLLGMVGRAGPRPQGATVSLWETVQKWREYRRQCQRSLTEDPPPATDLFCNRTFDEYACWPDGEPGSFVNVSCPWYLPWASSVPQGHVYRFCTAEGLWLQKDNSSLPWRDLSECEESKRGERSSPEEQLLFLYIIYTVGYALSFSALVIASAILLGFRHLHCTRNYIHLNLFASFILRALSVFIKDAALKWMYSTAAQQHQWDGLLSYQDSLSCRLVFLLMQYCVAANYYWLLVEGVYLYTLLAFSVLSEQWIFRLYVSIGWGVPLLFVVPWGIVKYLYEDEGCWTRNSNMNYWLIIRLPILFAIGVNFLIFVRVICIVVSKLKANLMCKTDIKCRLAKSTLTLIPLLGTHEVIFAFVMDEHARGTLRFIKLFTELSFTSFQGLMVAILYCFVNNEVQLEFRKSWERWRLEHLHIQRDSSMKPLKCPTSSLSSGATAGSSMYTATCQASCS
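Stable HEK293 clone (constitutively active GLP-1R + cAMP-response luciferase); 200 cells/uL plated, 12 h pre-culture, compound 24 hr, 37 deg C/5% CO2; detection reagent 12 min RT; luminescence.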
PI5P4K alpha inh: qHTS for Inhibitors of phosphatidylinositol 5-phosphate 4-kinase (PI5P4K); Phosphatidylinositol 5-phosphate 4-kinase type-2 alpha (Homo sapiens), P48426; PI5P4Kalpha enzyme, ADP-Glo luminescence, 60 min; active compounds read low; max response, %; actives 1.2% (n = 330,000); AID 652105, 2013; active = max response of -50% or lower; inconclusive = between -30% and -50%; inactive = -30% or higher; note: value at the top dose of about 77 µM; % is set by controls: 0 for no effect and ±100 for the full control effect
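Reactions run in 0.038 M HEPES pH 7.4, 0.28 mM EGTA, 0.1% CHAPS and 5% DMSO, with PI5P4Kalpha, substrate, compound and 5 microM ATP final, one hour at room temperature. Readout is ADP-Glo luminescence.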
GLP1R cytotox: qHTS of GLP-1 Receptor Inverse Agonists: Cytotox Screen; Potency, µM (series often up to 38.3 µM), without a hit: at the top dose activity change, negative = inhibition, hits mostly inhibitors; HEK293 cAMP-luciferase reporter cells, luminescence, 24 h; actives 0.13% (n = 410,000);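 note: loss of luciferase light is scored as toxicity; potency is the fitted concentration of half-maximal effect; % is set by controls: 0 for no effect and ±100 for the full control effect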
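Step one: seed cells (200 cells/uL, DMEM with 10% Nu serum, 1% pen-strep). Step two: 12-hour incubation at 37 deg C. Step three: pin 23 nL compound, incubate 24 hr. Step four: add luciferase reagent, read luminescence 12 min later.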
GLP1R ag: qHTS of GLP-1 Receptor Agonists | AID 624172, 2012 | Potency, µM (titrated, usually from 45.6 µM), without a hit: at the top dose activation, most hits filed as activators | actives 0.007% (n = 380,000) | Glucagon-like peptide 1 receptor (Homo sapiens), P43220 | HEK293 GLP-1R CRE-luciferase, luminescence, 4-6 h; cells express a hypersensitive GLP-1R form; note: potency is the fitted concentration of half-maximal effect; % of control where 0% means no effect
PTHR1 ag: qHTS for PTHR1 Agonists: Primary Screen. HEK293 GP2 PTHR1 cells, GloSensor cAMP luminescence, 1 h. actives 0.075% (n = 410,000). AID 743266, 2014. Parathyroid hormone/parathyroid hormone-related peptide receptor (Homo sapiens), Q03431. Potency, µM (doses to about 115 µM), without a hit: at the highest dose activation, hits mostly activators; note: potency is the fitted concentration of half-maximal effect; nearly all actives have a fitted effect of over 55% in size; some results filed as inactive show a strong effect at the top dose; inactives centre near -15; many of its hits are not listed in these tables
Target sequence (Q03431 whole entry, looked up): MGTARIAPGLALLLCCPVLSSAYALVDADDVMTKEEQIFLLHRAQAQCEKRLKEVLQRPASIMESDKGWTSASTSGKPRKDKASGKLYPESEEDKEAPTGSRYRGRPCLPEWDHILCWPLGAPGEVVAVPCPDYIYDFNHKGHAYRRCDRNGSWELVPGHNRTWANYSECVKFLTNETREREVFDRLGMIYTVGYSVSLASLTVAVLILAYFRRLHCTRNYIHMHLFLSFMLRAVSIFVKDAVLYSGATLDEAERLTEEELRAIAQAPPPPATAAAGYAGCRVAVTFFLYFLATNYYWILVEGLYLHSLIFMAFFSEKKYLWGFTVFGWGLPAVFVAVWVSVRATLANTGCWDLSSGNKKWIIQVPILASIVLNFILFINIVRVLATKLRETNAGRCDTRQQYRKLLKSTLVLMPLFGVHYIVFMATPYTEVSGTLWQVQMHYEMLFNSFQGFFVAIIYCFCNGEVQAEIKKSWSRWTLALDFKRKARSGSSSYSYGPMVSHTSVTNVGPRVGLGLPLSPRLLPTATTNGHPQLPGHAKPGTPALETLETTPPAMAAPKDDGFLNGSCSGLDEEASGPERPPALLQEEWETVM
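HEK-293-derived GP2 cells expressing PTHR1 and a GloSensor cAMP reporter, 3,000/well, plated overnight, given luciferin plus IBMX (each 0.5 mM as added) for 1 h at 37 °C, then compound for 1 h at 37 °C. Luminescence was read after 15 min at room temperature.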
EPAC1 agonist: qHTS for Agonist of cAMP-regulated guanine nucleotide exchange factor 3 (EPAC1): primary screen. AID 720707, 2013. EPAC1 agonist qHTS, biochemical assay; response scale: 100% = response to 6.5 mM cAMP. Rap guanine nucleotide exchange factor 3 (Homo sapiens), O95398. Potency, µM (titrated, usually from 154 µM), for inactives: at the highest dose activation, hits mostly activators. actives 0.073% (n = 360,000); note: potency is the fitted concentration of half-maximal effect; nearly all actives have a fitted effect of over 60% in size
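Compounds were pinned as a concentration titration into mixtures of EPAC1 (100 nM), BODIPY-GDP-loaded Rap1B (250 nM) and GDP (50 uM). After 5 min at room temperature, fluorescence was followed for 30 min; activity was scaled to 6.5 mM cAMP.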
IL2 activator: qHTS of IL-2 Activators | IL-2 activation reporter assay, cell-based qHTS; stimulated with anti-CD3/CD4/CD28 beads; in transgenic mouse T cells | activation, % (series mostly up to about 46 µM) | actives 0.065% (n = 360,000) | AID 652025, 2013; in the data active = activation above about 50%; inconclusive = mostly about 30% to 49%; note: 0% is about no effect
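Unstimulated transgenic mouse T cells; 60-min compound exposure; bead-based TCR/CD4/CD28 stimulation; 18 h culture, 37 degrees C; dual fluorescence (EGFP, DsRed) plate cytometry.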
EPAC1 antag: qHTS for Antagonist of cAMP-regulated guanine nucleotide exchange factor 3 (EPAC1): primary screen; Potency, µM (highest dose often 115 µM), for inactives: top-dose activity change, negative = inhibition, usual class: inhibitors; EPAC1 GEF assay, Rap1b-BODIPY-GDP exchange fluorescence; actives 0.14% (n = 360,000);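 note: potency is the fitted concentration of half-maximal effect; plate controls were vehicle for no effect and positive control for full effect; nearly all actives have a fitted effect of over 50% in size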
* marks the source's active call; other numbers are inactive results; i = inactive; ? = inconclusive; / = no result given; & = joins results of further samples; [ ] = remark or other dose. Unless noted, calls come from the whole dose curve; as a rule, active = well fitted curve in the direction sought with a large enough effect; inconclusive = small, poorly fitted or top-dose-only effect, or another doubt; inactive = no such curve, though single readings can be large; an effect the other way counts as inactive or inconclusive. Only part of the results is shown; rates above refer to the full screens.

SMILES	PLK1 PBD inh	GLP1R inv ag	PI5P4K alpha inh	GLP1R cytotox	GLP1R ag	PTHR1 ag	EPAC1 agonist	IL2 activator	EPAC1 antag
COc1cc(C(=O)N2Cc3ccc(Br)cc3-n3nncc3C2)cc(OC)c1OC	-10%	29%	-1	1%	-1%	-20%	12%	-0.3	0%
O=C(N/N=C/c1c(O)n(C2CCCCC2)c(=S)[nH]c1=O)c1ccccc1O	?	9%	?	5%	5%	i	5%	-0.1	-4%
CCOC(=O)[C@]12Cc3cc(C)ccc3[C@H]1N(Cc1ccccc1)C(=O)c1cc(OC)ccc12	?	?	1	-15%	-1%	0%	-3%	-1.2	-12%
CN(C)c1ccc(/C=C/C=C2/C(=O)NC(=O)N(c3ccccc3)C2=O)cc1	?	9%	-78*	8%	13%	-41%	2%	-7.9	-33%
O=P(O)(O)Cc1c(Cl)cccc1Cl	-8%	0%	-1	-6%	0%	i	-6%	-2.3	-7%
NP(=O)(OCCCCc1ccccc1)Oc1ccccc1Cl (stereo not given)	-3%	19%	16	11%	-2%	-3%	0%	-1.1	-9%
Cn1c(O)c(/C=N/c2ncccn2)c(=O)n(C)c1=O	2%	2%	3	-16%	-2%	i	-4%	0.1	-8%
Cc1ccc(-c2nc(CS(=O)CC(=O)NC3CCCC(C)C3C)c(C)o2)cc1 (stereo not given)	-20%	?	-3	0%	5%	-8%	-1%	-3.5	-6%
Cc1c(N)c(C)c([N+](=O)[O-])c(C)c1[N+](=O)[O-]	-2%	?	3	0%	6%	-16%	-9%	0.4	-9%
CC(C)Oc1ccc(Cc2c(O)[nH]c(=O)[nH]c2=O)cc1	-25%	15%	/	-5%	6%	-7%	7%	0.4	1%
CCC1CCCCN1CCCNS(=O)(=O)c1ccc2c(c1)oc(=O)n2C (stereo not given)	0%	-2%	2	6%	3%	-50%[inhibitor]	19%	2.6	-1%
CC1C(c2cccs2)=[N+]([O-])C(C)(C(=O)c2ccc(Cl)cc2)N1O (stereo not given)	-6%	-6%	0	-21%	-4%	0%[57.5 µM]	-3%	-1.4	8%
CCCCCCn1c(O)c(C(C)=NC)c(=O)[nH]c1=O	-6%	24%	/	8%	8%	i	5%	-1.0	-2%
CCC1CN1P(=S)(N1CC1CC)N1CC1CC (stereo not given)	3%	-1%	0	0%	1%	-11%	-10%	1.2	-1%
CCOc1ccc(-c2c(C)n(-c3ccc(OCC)cc3)c3[n+]2CCCCC3)cc1	1%	?	2	?	-2%	-84%[inhibitor]	0%	-0.4	-20%
COc1ccc(N=Cc2c(O)n(C)c(=O)[nH]c2=O)cc1	5%	-1%	-2	1%	-4%	2%	5%	0.1	3%
Oc1ccc2c3c1O[C@H]1[C@@H](O)CC[C@@]4(O)[C@@H](C2)N(CC2CCC2)CC[C@]314	-3%&-1%	0%&14%	8&0	-6%&-1%	16%&12%	i	-1%&4%	-0.3&0.1	-10%&3%
CC(=O)O[C@H]1C(=O)[C@@]2(C)C([C@H](OC(=O)c3ccccc3)[C@]3(O)C[C@H](OC(=O)[C@H](O)[C@@H](NC(=O)Cc4ccccc4)c4ccccc4)C(C)=C1C3(C)C)[C@]1(OC(C)=O)CO[C@@H]1C[C@@H]2O (stereo not given in full)	-5%	-60%	0	?	-2%	-28%	-10%	-2.8	-13%
O[C@H]1C2CCC1C(N1CCCCC1)CC2 (stereo not given in full)	-7%	0%	5	17%	3%	-13%	2%	-2.6	-15%
COCc1cc(OC(=O)N(C)C)nc(-c2ccc(C)c(Cl)c2)n1	-4%	-15%	7	-2%	18%	-18%	11%	0.8	-4%
O=C(NC(=S)N1CC1)c1ccccc1	-10%	18%	-26	3%	4%	i	-4%	-0.1	2%
COc1ccc(C2SCC(=O)Nc3c2c(C)nn3C2CCOC(C)(C)C2)cc1OC (stereo not given)	-4%	6%	/	-4%	-1%	i	4%	-2.0	-18%
Cc1cc(C=C2C(=O)N(C)C(=S)N(C)C2=O)c(C)n1-c1ccncc1	?	61%[activator]	?	-13%	-6%	-47%[inhibitor]	-1%	0.9	7%
CN1/C(=C\C=N\NC(=O)c2ccc(O)cc2)C(C)(C)c2ccccc21	-8%	?	-12	?	-19%	-32%[inhibitor]	10%	-0.5	-17%
N#CCCn1cc(C(=O)Nc2ccccc2Br)c(-c2ccc3c(c2)OCCO3)n1	-20%	3%	-1	-1%	3%	i	8%	-0.2	-13%
Cn1cc(C(=O)OCC(=O)NC2CCCCC2)c2ccccc21	-6%	-24%	3	0%	-3%	-20%	-2%	1.0	-8%
O=C1NCN(c2ccccc2)C12CCN(C(c1ccccc1)c1nnnn1Cc1ccccc1)CC2 (stereo not given)	2%	?	0	-13%	2%	-8%	3%	0.3	-12%
NNC(=O)c1ccc(O)cc1	-16%	16%	1	0%	11%	i	7%	-0.1	-27%
OCC1CN1C1CCCCC1 (stereo not given)	-4%	-3%	-6	-5%	-8%	i	6%	1.6	-10%
CC1CN1P(=S)(c1ccccc1)N1CC1C (stereo not given)	-4%	22%	-6	17%	1%	i	0%	-2.9	5%
CN1CCN2c3ccccc3CC3(C(=O)N(C)C(=O)N(C)C3=O)C2C1 (stereo not given)	-1%	-4%	-6	8%	7%	-3%	5%	0.4	18%
CCCCC(=O)N/N=C/c1c(O)n(CCCC)c(=S)[nH]c1=O	-1%	-20%	-18	4%	0%	-15%	-17%	-1.5	-11%
Cc1ccc(/C=C2\C(=O)NC(=O)N(Cc3ccccc3Cl)C2=O)o1	0.84µM*	44%[activator]	?	4%	-2%	-50%[inhibitor]	-11%	-1.0	?
c1ccc2c(c1)[IH]c1ccccc1-2	-18%	4.5µM*	-1	?	-11%	-12%	-12%	-0.7	-12%
O=C1NC2C(O)C(O)C(O)C(O)C2c2cc3c(c(O)c21)OCO3 (stereo not given)	5%	?	-2	-58%	-26%	-11%	9%	-7.1	2%
CCOP(=O)(OCC)c1cc(C)c(O)c(C(C)(C)C)c1	-3%	-9%	0	16%	1%	i	-7%	-1.1	1%
O=C(O)[C@H]1C[C@@H]1[C@H](NP(=O)(c1ccccc1)c1ccccc1)c1ccccc1	-3%	1%	4	0%	1%	-18%	1%	1.0	5%
CN(C)C1(CNC(=O)Cc2ccccc2F)CCCCC1	-6%	5%	1	1%	6%	-21%	10%	0.6	?
CNC(=S)NC1CC2CCCC(C1)N2CC(C)C (stereo not given)	-5%	7%	/	9%	-4%	i	6%	1.0	2%
CCCCCCCCCCOC(=O)CCN1CC1	-8%	-1%	-14	19%	4%	13%	4%	-3.5	-5%
COc1cc(OC)cc(C(=O)NC(=S)N2C[C@H]3C[C@H](C2)c2cccc(=O)n2C3)c1	-12%	-13%	-1	-17%	0%	i	-7%	1.1	-4%
COC(=O)C1=C(c2c(C)noc2C)C[C@@H]2CC[C@H]1N2C(=O)NCc1ccc2c(c1)OCO2	1%	-12%	-1	-19%	-2%	i	-23%	-2.8	7%
O=C(CN1CC=C(c2ccccc2)CC1)Nc1c(Cl)cccc1Cl	-10%	-26%	-4	11%	0%	i	6%	-3.5	-23%
COc1ccc(C(CC(C)=O)c2c(O)c3ccccc3oc2=O)cc1OC (stereo not given)	-6%	9%	-9	3%	0%	i	1%	-1.5	-1%
Cc1cccc(-n2c(-c3ccco3)nc3ccccc3c2=O)c1C	0%	?	0	2%	23%	-14%	0%	-0.8	7%
CCOC(=O)[C@]12Cc3cc(Cl)ccc3[C@H]1N(C1CCCCC1)C(=O)c1cc(OC)ccc12	2.1µM*	-60%	?	?	-32%[inhibitor]	-94%[inhibitor]	-7%	-1.2	-19%
O=C(c1cccs1)N1CCC(C(=O)O)(c2ccccc2)CC1	3%	2%	3	0%	-5%	i	-1%	-0.2	21%
O=C(CCl)N(Cc1cccc([N+](=O)[O-])c1)c1cccc(Cl)c1	?	23%	1	?	-2%	-30%[inhibitor]	4%	-3.1	?
CCOc1ccc([N+](=O)[O-])cc1CNCCc1ccccc1	5%	-27%	-7	0%	6%	i	0%	0.8	6%
COc1ccc(N2C(=O)/C(=C/C=C/c3ccccc3[N+](=O)[O-])C(=O)NC2=S)cc1	1.3µM*	-9%	-91*	4%	-2%	-61%[inhibitor]	-4%	-0.5	45µM*
COc1ccc(C(c2nnnn2-c2ccc3c(c2)OCCO3)N2CCC3(CC2)C(=O)NCN3c2ccccc2)cc1 (stereo not given)	-2%	-28%	0	-12%	4%	-15%	1%	-0.6	-16%
CC(C)C[C@@H](CN(N=O)[C@@H](Cc1ccccc1)CN(C)N=O)N(CCc1ccccc1)N=O	-8%	12%	-5	?	14%	-7%	5%	-0.4	-20%
Cc1nccc2c1[nH]c1ccc(Br)cc12	5%	?	29	2%	3%	-5%	1%	-0.4	-9%
Cc1cccc(OCC(=O)N2CCN(Cc3cccnc3)CC2)c1	11%	-5%[7.66 µM]	-4	-2%[7.66 µM]	0%	-22%	5%	-1.0	-11%

Assay outcomes from PubChem.
